Menin-MLL TR inh = menin-MLL binding inhibition, Texas Red mutant peptide; O00255; Menin + Texas Red MLL mutant peptide, fluorescence polarization; Potency, µM (doses to about 61.6 µM), for the others: top-dose FP activity change, negative = inhibition, actives largely listed as inhibitors; 270,000 compounds, 0.23% hits; active means well fitted inhibition curve with a large enough effect in the polarisation, with a control signal flat, not every such curve was filed as active; inconclusive means small, poorly fitted or top-dose-only effect, or effect the other way, or a change in a side signal; inactive means no such curve, though single readings can be large or run the other way; the % refers to the polarisation; further: potency means the concentration at half of the fitted maximal effect; % of control where 0% means no effect; many of its hits are not listed in these tables
PKM2 activator = PKM2 (human) enzyme activation; purified PKM2, Kinase-Glo ATP luminescence, activation; response scale: 0% is enzyme alone, no compound; Potency, µM (doses to about 57.5 µM), without a hit: at the highest dose activation, actives largely listed as activators; 260,000 compounds, 0.34% hits; AID 1631; further: potency means the concentration at half of the fitted maximal effect; on the % scale 0 is the no-effect control and ±100 the full control effect; nearly all actives have a fitted effect of over 55% in size
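Purified hPK-M2 (>95%) run at intermediate activity with 0.1 mM ADP and 0.5 mM PEP in 50 mM imidazole pH 7.2, KCl, MgCl2; 1 h room temperature. ATP formed read by Kinase-Glo luminescence; normalized to uninhibited and no-enzyme controls.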
TSG101-PTAP inh = blocks PTAP/TSG101 interaction to inhibit HIV-1 budding; AID 493005; 340,000 tested, under 10 active; Fluorescence polarization, FITC-PTAP peptide / Tsg101 binding; Q99816; Potency, µM (titrated, usually from 115 µM), inactives show top-dose activity change, negative = inhibition, most hits filed as inhibitors; active means well fitted inhibition curve with a large enough effect in the main read-out, with a control signal flat, not every such curve was filed as active; inconclusive means small, poorly fitted or top-dose-only effect, or effect the other way, or a change in a side signal; inactive means no such curve, though single readings can be large or run the other way; further: potency means the concentration at half of the fitted maximal effect; % of control where 0% means no effect
Target sequence (Q99816 whole entry, looked up): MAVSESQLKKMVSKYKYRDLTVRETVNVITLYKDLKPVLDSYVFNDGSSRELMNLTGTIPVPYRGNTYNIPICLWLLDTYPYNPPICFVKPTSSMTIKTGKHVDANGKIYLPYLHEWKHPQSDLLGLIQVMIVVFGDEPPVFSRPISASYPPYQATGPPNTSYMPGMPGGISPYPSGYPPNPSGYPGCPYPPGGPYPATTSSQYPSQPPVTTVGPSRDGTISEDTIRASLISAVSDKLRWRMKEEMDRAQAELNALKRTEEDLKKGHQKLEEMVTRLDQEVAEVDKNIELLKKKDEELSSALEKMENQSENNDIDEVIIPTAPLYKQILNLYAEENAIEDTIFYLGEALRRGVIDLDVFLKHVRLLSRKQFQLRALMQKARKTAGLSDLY
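Fluorescence polarization binding of Tsg101 binding domain (10 uM final) to FITC-labeled PTAP peptide (50 nM final) in HEPES pH 7.5 buffer with NaCl, Tween 20, EDTA, TCEP. Compounds added before peptide; binding 20 min at RT.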
GALK inhibitor = inhibitors of human galactokinase; P51570; Purified GALK, Kinase-Glo residual ATP luminescence; Potency, µM (titrated, usually from 57.5 µM), inactives show at the top dose activity change, negative = inhibition, most hits filed as inhibitors; 270,000 compounds, 0.007% hits; further: potency means the concentration at half of the fitted maximal effect; on the % scale 0 is the no-effect control and ±100 the full control effect
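The enzyme phosphorylates galactose (100 uM) using ATP (35 uM); inhibition is detected as higher residual ATP, quantified by bioluminescence after 1 h reaction at room temperature, pH 8.0.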
Tb PFK inh = T. brucei PFK enzyme inhibition; T. brucei PFK, ADP-Glo luminescence; O15648; 330,000 compounds, 0.17% hits; Potency, µM (highest dose often 57.5 µM), inactives show at the highest dose activity, negative = inhibition, usual class: inhibitors;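 further: potency means the concentration at half of the fitted maximal effect; 0% = uninhibited 1x PFK enzyme wells and -100% = no-enzyme wells; nearly all actives have a fitted effect of over 60% in size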
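ADP-Glo luminescence quantified ADP after 45 min at room temperature, with 1.25 nM T. brucei PFK, 0.1 mM ATP and 0.5 mM fructose-6-phosphate in pH 8.0 TEA buffer. qHTS titrations up to 57 µM; curves classified by quality.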
S-ASM inh = blocks human secretory acid sphingomyelinase; placental ASM, HMU-PC fluorogenic substrate, 60 min; Potency, µM (highest dose often 57.5 µM), inactives show top-dose activity change, negative = inhibition, actives largely listed as inhibitors; 340,000 compounds, 0.006% hits; AID 504937; further: potency means the concentration at half of the fitted maximal effect
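Human placenta-derived ASM enzyme was preincubated with compound for 10 minutes at room temperature, then given fluorogenic substrate HMU-PC0 (9 uM final) for 60 minutes at 37 °C; a pH 10 stop preceded fluorescence reading at Ex 386/Em 447 nm.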
a7 integrin act = activators of alpha7 integrin expression for muscular dystrophy | alpha7betagal myoblasts, beta-gal FDG fluorescence, 48 h | Potency, µM (highest dose often 38.3 µM), inactives show at the top dose activation, usual class: activators | 350,000 compounds, 0.064% hits | AID 624291;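 further: potency means the concentration at half of the fitted maximal effect; 100% = response of the positive control SU9516; nearly all actives have a fitted effect of over 60% in size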
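alpha7betagal+/- myoblasts (passage 13, 250/well) treated 48 h at 37C with compounds at 1:260 dilution of DMSO stock. Lysed, then beta-galactosidase activity read as FDG fluorescence (ex 480/em 540) after 30 min, with pre-read for autofluorescence.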
Chronic BCR inh = chronic active BCR signaling inhibition; AID 493014; 340,000 compounds, 0.05% hits; ABC-DLBCL IkBa-CBG/CBR reporter, luminescence ratio, 4 h; Potency, µM (series often up to 46.1 µM), without a hit: at the top dose ratio change, negative = lower green/red ratio, actives largely listed as inhibitors; active means well fitted inhibition curve with a large enough effect in the signal ratio, with a control signal flat, not every such curve was filed as active; inconclusive means small, poorly fitted or top-dose-only effect, or effect the other way, or a change in a side signal; the % refers to the signal ratio;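 further: potency means the concentration at half of the fitted maximal effect; plate controls were basal doxycycline-induced cells for no effect and cells given 10 µM MG132 for full effect; MG132 reads +100%, hits lower the ratio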
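TMD8 human ABC-DLBCL cells with doxycycline-inducible IκBα–green luciferase fusion and unfused red luciferase, in 0.5% FBS medium; compounds up to 46 uM, 4 h at 37C. Green/red luminescence ratio, filter-overlap corrected, fitted to concentration-response curves.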
B2AR arrestin = agonists driving beta-arrestin recruitment to human beta2-adrenergic receptor. P07550. beta-arrestin recruitment to beta2AR, cell-based reporter. Potency, µM (titrated, usually from 46.1 µM), for the others: top-dose activation, hits mostly activators. 330,000 compounds, 0.02% hits. AID 492947;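 further: potency means the concentration at half of the fitted maximal effect; 0% = DMSO controls and full agonism = EC100 isoproterenol or metaproterenol; nearly all actives have a fitted effect of over 65% in size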
Target sequence (P07550 whole entry, looked up): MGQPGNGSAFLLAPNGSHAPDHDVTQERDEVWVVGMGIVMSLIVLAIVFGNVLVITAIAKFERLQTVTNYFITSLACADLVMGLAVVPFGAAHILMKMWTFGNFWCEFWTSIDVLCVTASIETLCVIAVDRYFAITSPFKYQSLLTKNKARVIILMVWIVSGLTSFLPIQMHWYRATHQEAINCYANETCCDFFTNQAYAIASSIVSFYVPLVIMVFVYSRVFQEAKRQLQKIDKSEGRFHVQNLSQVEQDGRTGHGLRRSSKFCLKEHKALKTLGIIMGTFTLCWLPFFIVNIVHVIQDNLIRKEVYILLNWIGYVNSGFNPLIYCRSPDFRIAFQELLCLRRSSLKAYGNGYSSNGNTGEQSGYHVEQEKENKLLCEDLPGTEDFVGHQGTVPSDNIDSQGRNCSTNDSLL
Coupling enz = coupling enzyme interference in Giardia aldolase counter-screen | coupling enzyme system counterscreen, AmpLite Red fluorescence | activity change, negative = inhibition, % at 58.2 µM, hits read low | 290,000 compounds, 0.67% hits | AID 2472; in the data active means activity change below about -30%; further: on the % scale 0 is the no-effect control and ±100 the full control effect
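Final compound at 57.5 uM, incubated 10 min at RT with coupling enzyme reagent (glyceraldehyde-3-phosphate), then 20 min with substrate and AmpLite Red detection. Fluorescence read at 525/598 nm; tests interference with the coupling assay, not aldolase inhibition.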
Giardia killer = kills Giardia lamblia; Giardia lamblia trophozoite viability; activity change, % at 7.66 µM, hits read low; 340,000 compounds, 0.15% hits; AID 540267; in the data active means activity change below about -80%; inconclusive means between about -30% and that limit;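 further: parasites exposed to compound for two days anaerobically before the ATP read; on the % scale 0 is the no-effect control and ±100 the full control effect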
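Luminescence from cellular ATP indicates surviving trophozoites (100 cells/well) following 48 hrs anaerobic compound treatment at 37 deg C; signal develops 15-30 min at room temperature.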
* marks the source's active call; other numbers are inactive results; ? = inconclusive; . = not tested or not shown; [ ] = dose if it differs, or a comment. Unless noted, the call rests on the fitted dose curve; in most records, active means well fitted curve in the direction sought with a large enough effect; inconclusive means small, poorly fitted or top-dose-only effect, or another doubt; inactive means no such curve, though single readings can be large; an effect the other way counts as inactive or inconclusive.

SMILES	Menin-MLL TR inh	PKM2 activator	TSG101-PTAP inh	GALK inhibitor	Tb PFK inh	S-ASM inh	a7 integrin act	Chronic BCR inh	B2AR arrestin	Coupling enz	Giardia killer
CN1CCN(CCNC(=O)c2ccc3nc(-c4ccc(F)cc4)c(-c4ccc(F)cc4)nc3c2)CC1	-26%	.	-4%	-1%	1%	28%	-81%[inhibitor]	-16%	0.4%	1	-14
Cc1ccc(Nc2nc(CSc3nnc(-c4cccnc4)n3-c3ccccc3F)cs2)cc1	-9%	5%	0%	0%	1%	2%	1%	?	-0.8%	4	-4
COc1cccc(/C=N/NC(=O)c2cc(-c3cccn3C)n[nH]2)c1	35µM*	0%	1%	.	3%	-7%	10%	?	0.1%	-1	-19
COc1ccc(N2CCN(CCCNC(=O)C3CCC(CNc4nc(=S)[nH]c5ccccc45)CC3)CC2)cc1 (centres undefined)	?	0%	-1%	-1%	2%	-1%	-23%	-14%	-0.3%	1	-17
CS(=O)(=O)N1CCN(Cc2ccccc2C(F)(F)F)CC1	0%	-3%	-3%	4%	-1%	4%	28%	1%	0.0%	4	-4
CCc1nccn1S(=O)(=O)c1ccc(OC)c(OC)c1	-9%	1%	-2%	1%	1%	0%	24%	-8%	0.5%	0	0
Cc1ccc(CNC(=O)COc2ccc3c(c2)CCC3)cc1	-15%	2%	1%	2%	2%	6%	11%	-8%	13%	-2	2
O=C(CN1CCN(c2ccccn2)CC1)Nc1ccc(F)c(F)c1	-7%	.	-2%	.	-9%	-1%	14%	-3%	0.5%	5	8
COc1ccc2cc(C(=O)NCc3ccccc3)c(=O)oc2c1	15%	1%	-5%	4%	1%	213%[activator]	-18%	7%	0.0%	1	-17
CCOC(=O)c1sc(NC(=O)C2CCCO2)c(C(=O)OCC)c1C (centres undefined)	-5%	-3%	.	0%	?	.	.	-6%	0.4%	0	.
CCC1CCCCN1CC(=O)Nc1ccc2c(c1)OCCO2 (centres undefined)	.	.	-6%	.	0%	3%	-12%	-10%	0.4%	.	3
CC(=O)c1ccc(OC(=O)Cc2cccc3ccccc23)cc1	15%	3%	-5%	4%	-3%	-5%	?	2%	-0.1%	-1	-1
O=C(CSc1ccc2nnc(-c3cccnc3)n2n1)Nc1ccc(F)cc1	.	4%	-1%	0%	-4%	0%	-6%	?	0.1%	.	8
Clc1ccc(CSc2nnc(-c3sccc3-n3cccc3)o2)cc1	-6%	1%	-3%	-4%	-2%	-8%	7%	?	0.1%	-2	-9
O=C(Cc1ccccc1)NC(C(=O)O)C(O)c1ccc([N+](=O)[O-])cc1 (centres undefined)	36%[activator]	.	0%	1%	1%	9%	-20%	0%	0.2%	4	29
COc1ccc(NC(=O)COC(=O)c2ccc(Br)o2)cc1OC	0%	-3%	-12%	4%	2%	5%	19%	2%	1.0%	0	0
O=C(Nc1nccs1)C1CCN(S(=O)(=O)c2ccccc2)CC1	21%	-2%	-5%	9%	-3%	0%	-31%	?	-0.4%	1	4
C#CCOc1c(/C=C\c2nc(O)c([N+](=O)[O-])c(=O)[nH]2)cc(Br)cc1OC	102%[activator]	0%	-13%	-15%	-2%	-3%	-27%	2%	0.5%	13	37[activator]
O=C(O)c1cc(N/N=C/c2ccc3c(c2)OCO3)ccc1Cl	-2%	-4%	-2%	0%	-3%	-2%	-33%[inhibitor]	?	-0.8%	2	12
COc1ccc(-n2c(-c3ccc(Br)cc3)c[n+]3c2CCCCC3)cc1	?	-1%	-1%	1%	-1%	-2%	-49%[inhibitor]	2%	-0.2%	1	-5

Profiles, looked up by structure. Screens in order: Menin-MLL TR inh | PKM2 activator | TSG101-PTAP inh | GALK inhibitor | Tb PFK inh | S-ASM inh | a7 integrin act | Chronic BCR inh | B2AR arrestin | Coupling enz | Giardia killer
Shown for CC(=O)c1ccc(OC(=O)Cc2cccc3ccccc23)cc1 = 15% | 3% | -5% | 4% | -3% | -5% | ? | 2% | -0.1% | -1 | -1
Shown for COc1ccc(NC(=O)COC(=O)c2ccc(Br)o2)cc1OC = 0% | -3% | -12% | 4% | 2% | 5% | 19% | 2% | 1.0% | 0 | 0
Shown for C#CCOc1c(/C=C\c2nc(O)c([N+](=O)[O-])c(=O)[nH]2)cc(Br)cc1OC = 102%[activator] | 0% | -13% | -15% | -2% | -3% | -27% | 2% | 0.5% | 13 | 37[activator]

Pulled by compound from the entries so far (two):
SMILES	Menin-MLL TR inh	PKM2 activator	TSG101-PTAP inh	GALK inhibitor	Tb PFK inh	S-ASM inh	a7 integrin act	Chronic BCR inh	B2AR arrestin	Coupling enz	Giardia killer
O=C(Cc1ccccc1)NC(C(=O)O)C(O)c1ccc([N+](=O)[O-])cc1 (centres undefined)	36%[activator]	.	0%	1%	1%	9%	-20%	0%	0.2%	4	29
COc1ccc2cc(C(=O)NCc3ccccc3)c(=O)oc2c1	15%	1%	-5%	4%	1%	213%[activator]	-18%	7%	0.0%	1	-17

High-throughput results (PubChem BioAssay)

This is a subset, so the mix of outcomes need not match the whole.
